Yeast lifespan up: extends the lifespan of yeast; S. cerevisiae growth with nicotinamide, OD615; deaD strain in restrictive glucose medium; inhibition of the nicotinamide effect, % at 10 µM; actives 0.68% (n = 130,000);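 active means inhibition above a set limit, placed 3 SD over the median of all compounds, cut at about 26% in these data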;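 further: 0% = nicotinamide-treated wells and 100% = cells grown without nicotinamide; some compounds called inactive have numbers as strong as hits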
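Assay system: engineered S. cerevisiae DeaD replicative-lifespan strain, galactose-grown log-phase cells; Buffer or medium: CSMM-D glucose medium, restrictive; Probe or stimulus: nicotinamide 1.5 mM; Compound: single dose 10 µM compound, 0.25% DMSO; Schedule: 4 h preincubation then 48 h treatment at 30 °C; Technique: OD615 measurement.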
MRP1 act: activators of MRP-1; H69AR cells + doxorubicin, viability rescue, CellTiter-Glo; viability increase, % at 10 µM; actives 0.61% (n = 140,000); AID 799;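 active means viability gain under doxorubicin at or above a set limit, the compound median plus 3 SD, cut at about 4.7% in these data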;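 further: MRP-1 overexpressing cells given doxorubicin 25 µM after compound pretreatment; 18-22 h compound pretreatment then 72 h with doxorubicin before readout; 0% = doxorubicin-only wells and 100% = vehicle-treated cells without doxorubicin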
Measles CPE: protection of cells from measles virus; Measles virus-infected cells, CPE protection, absorbance; protection (pct of control), % at 4 µM; actives 1.5% (n = 140,000); in the data active means protection mostly above about 24%, no sharp cut-off; inactive means mostly below about 26%; further: some compounds called inactive have numbers as strong as hits
Phagocytosis inh: inhibitors of macrophage phagocytosis | J774A.1 macrophage IgG-bead phagocytosis, imaging | AID 1029 | actives 0.07% (n = 110,000) | inhibition, % at 5 µM;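 active means inhibition above the mean of the plate negative controls plus 5 SD, cut at about 13% in these data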;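 further: phagocytic index as fraction of beads internalized from green versus red external bead signal; plate controls were DMSO negative control for no effect and cytochalasin-D positive control for full effect; some results beyond the cut were filed as inactive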
E-sel TNF inh: TNF alpha driven E-selectin expression inhibition | HUVEC TNFa-induced E-selectin immunofluorescence, high content | inhibition, % at 2 µM | actives 0.71% (n = 120,000) | AID 1246;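 active means inhibition above the batch mean plus 3 SD, and confirmed as a hit on visual image review, cut at about 43% in these data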;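 further: 0% = TNF-stimulated DMSO wells and 100% = unstimulated control wells; not every result past the cut was called active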
BB579 growth dn: reduces growth of yeast BB579 in restrictive medium | S. cerevisiae BB579 growth, OD615, 48 h | actives 0.51% (n = 140,000) | inhibition, % at 10 µM;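 active means inhibition above a set limit, 3 SD over the mean compound inhibition, cut at about 44% in these data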; further: inactives centre near -24
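Test system: Saccharomyces cerevisiae DeaD strain BB579, replicative lifespan model yeast | Buffer or medium: Restrictive CSMM-D medium | Doses: One dose, 10 µM compound with 0.25% DMSO | Incubation: 48 h exposure, 30 °C | Detection: Culture absorbance at 615 nm | Control set: Amphotericin B at 10 µg/mL as positive control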
bCat KO growth: beta-catenin-lacking colon tumor cell growth suppression; HCT116 beta-catenin knockout viability, CellTiter-Glo, 60 h; hits give low values; viability, % at 10 µM; actives 1.5% (n = 140,000); AID 818;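 active means viability at or under a set limit, the compound median less 4 SD, cut at about 6% in these data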;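 further: 0% = Hyamine 1622 control at 20 µM and 100% = untreated cell control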
NPY Y2 blocker: blocks the human neuropeptide Y Y2 receptor | AID 793 | actives 0.99% (n = 140,000) | NPY-Y2 expressing cells, antagonist mode | inhibition, % at 2.7 µM; in the data active means inhibition above about 17%;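 further: 0% = vehicle with agonist challenge and 100% = reference antagonist with challenge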
Target sequence (P49146 whole entry, looked up): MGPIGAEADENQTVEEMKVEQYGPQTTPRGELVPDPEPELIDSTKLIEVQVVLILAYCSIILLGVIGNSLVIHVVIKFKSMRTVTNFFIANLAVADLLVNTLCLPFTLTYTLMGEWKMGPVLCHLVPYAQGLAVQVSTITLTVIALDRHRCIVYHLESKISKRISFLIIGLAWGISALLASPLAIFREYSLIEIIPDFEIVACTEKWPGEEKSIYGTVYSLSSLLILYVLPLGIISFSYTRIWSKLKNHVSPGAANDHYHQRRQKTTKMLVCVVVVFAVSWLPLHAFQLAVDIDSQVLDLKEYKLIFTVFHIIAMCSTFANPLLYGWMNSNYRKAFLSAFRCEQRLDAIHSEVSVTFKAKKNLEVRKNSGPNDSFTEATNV
HCT116 PTEN-null: growth suppressors of cells with PTEN tumor suppressor deletion | HCT116 PTEN-null viability, CellTiter-Glo, 60 h; hits give low values | viability, % at 10 µM | actives 1.2% (n = 140,000);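 active means viability at or below a set limit, 4 SD under the median of all tested compounds, cut at about 3.7% in these data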;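 further: PTEN knockout HCT116 line with beta catenin targeted HCT116 as companion control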
GALR2 antag: antagonists of human galanin receptor 2 (GALR2) | O43603 | inhibition, % at 4 µM | GALR2-expressing cells, antagonist mode | actives 0.39% (n = 140,000) | AID 828; in the data active means inhibition above about 27%;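 further: cells stimulated with galanin 1-16 at roughly its EC80; 0% = agonist challenge control and 100% = basal control without agonist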
Target sequence (O43603 whole entry, looked up): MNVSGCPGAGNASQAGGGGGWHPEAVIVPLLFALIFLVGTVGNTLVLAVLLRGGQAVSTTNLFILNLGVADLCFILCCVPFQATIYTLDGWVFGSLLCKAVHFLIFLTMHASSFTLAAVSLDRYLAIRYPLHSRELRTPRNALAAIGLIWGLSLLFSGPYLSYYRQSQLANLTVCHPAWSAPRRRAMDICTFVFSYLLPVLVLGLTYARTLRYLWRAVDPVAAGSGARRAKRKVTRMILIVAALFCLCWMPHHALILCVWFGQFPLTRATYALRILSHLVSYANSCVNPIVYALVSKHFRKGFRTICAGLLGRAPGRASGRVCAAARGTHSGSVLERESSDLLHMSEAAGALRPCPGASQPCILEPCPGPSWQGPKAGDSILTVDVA
An asterisk follows results filed as active; / = no result given. Rows are unselected (roughly 6.1% active in at least one column).

SMILES	Yeast lifespan up	MRP1 act	Measles CPE	Phagocytosis inh	E-sel TNF inh	BB579 growth dn	bCat KO growth	NPY Y2 blocker	HCT116 PTEN-null	GALR2 antag
O=c1oc2cc(OCc3ccc(F)cc3F)ccc2cc1-c1ccccn1	-4	-1.1	9	0	-6	-14	58	2	102	0
Cc1c(Cl)cccc1NC(=S)NCCC(c1ccccc1)c1ccccc1	-1	-3.2	3	2	5	19	73	11	70	-5
O=C(c1cnn2c(C(F)(F)F)cc(-c3cccs3)nc12)N1CCN(Cc2ccccc2)CC1	/	-4.3	14	/	-9	-18	52	5	53	-6
O=C(O)C1Nc2c(C(=O)N3CCOCC3)cccc2C2C=CCC12 (configuration not stated)	1	-1.0	5	0	/	-19	94	3	98	4
CCOC(=O)Nc1ccc(C(=O)Oc2ccccc2)c(O)c1	-27	-0.6	40*	/	/	-55	93	3	86	11
CC(C)(C)c1ccc(C(=O)Nc2cnccn2)cc1	-7	2.2	22	-2	-18	-30	87	2	102	4
C1=Nc2c(Nc3ccccc3)ncnc2Oc2ccccc21	-12	-2.4	3	-1	/	0	74	10	74	-10
COc1ccccc1NC(=O)NC(=O)N(C(C)C)S(C)(=O)=O	-8	1.5	1	0	-1	-3	99	1	104	10
COc1ccc(CC(=O)c2cc(OC)c(OC)cc2CC(=O)O)cc1OC	-12	-0.1	4	0	-4	-10	100	3	99	-7
O=C(CSc1nnc(SCc2cccc3ccccc23)s1)N=Nc1c(O)[nH]c2ccccc12	4	-6.5	6	-14	/	-49	4.3*	6	1.0*	7
Cc1ccc(OCCNC(=O)c2cccc(Oc3ccc(C(F)(F)F)cc3[N+](=O)[O-])c2)cc1	3	-1.8	18	-3	/	-16	63	10	70	-11
CC(=O)NC(Cc1ccccc1C)C(=O)NC1CCN(c2ncccc2[N+](=O)[O-])CC1 (configuration not stated)	1	-1.5	13	0	-9	-25	97	0	98	-1
Cc1cc(C)n(-c2cc(-n3nc(C)cc3C)ncn2)n1	-7	-0.2	20	1	25	-30	78	10	80	11
Nc1[nH]c(N=NC(=O)c2ccccc2O)c2ccccc12	-1	1.2	13	-1	19	-22	58	-2	73	7
CCOC(=O)C1CN(S(=O)(=O)c2ccc(OC)cc2)c2cc(S(=O)(=O)CC)ccc2O1 (configuration not stated)	-13	-3.8	10	/	-24	-29	101	0	100	-6
CCCCN1CC(O)=C(c2nc(-c3ccc(Cl)cc3)cs2)C1=N	20	-1.3	12	0	5	-49	89	0	71	-6
O=C(COC(=O)CCSc1ccc(Cl)cc1)NCc1ccc(Cl)cc1	2	-1.2	12	/	14	-35	93	9	93	2
CS(=O)(=O)N(CC(=O)Nc1ccc(C(N)=O)cc1)C1CCCCC1	-4	-2.1	37	0	9	-29	101	0	98	-2
O=C1CNC(=S)N1c1nc(-c2ccccc2)cs1	11	4.8*	4	3	/	-13	94	3	100	2
CCOC(=O)N1CCC(NC(=O)C2CCCN(c3nc4ccccc4o3)C2)CC1 (configuration not stated)	-9	-0.6	3	/	/	-22	95	0	100	1
C=C(C)CC1N(c2cccc(OC)c2)C(=O)C2C(C(=O)O)C3C=CC21O3 (configuration not stated)	-5	-1.1	11	0	/	4	90	2	101	-6
OCC(Cc1ccccc1)Nc1c2ccccc2nc2ccccc12 (configuration not stated)	2	-4.2	10	-7	/	-14	40	1	45	2
CC1CCc2cc(F)ccc2N1C(=O)CSc1nnc2c3ccccc3n(C)c2n1 (configuration not stated)	-6	-2.7	4	-1	/	-18	84	1	88	0
COc1ccc(-c2nc(SC(CC(=O)NCc3ccccc3)c3ccc(OC)c(OC)c3)n[nH]2)cc1 (configuration not stated)	7	-1.8	4	-12	/	-25	88	0	95	-5
COc1ccc(-n2c(C)cc(C(=O)CSc3nnc(-c4ccoc4C)n3C)c2C)cc1	-4	0.6	4	-1	/	-35	73	0	82	7

Other compounds
SMILES	Yeast lifespan up	MRP1 act	Measles CPE	Phagocytosis inh	E-sel TNF inh	BB579 growth dn	bCat KO growth	NPY Y2 blocker	HCT116 PTEN-null	GALR2 antag
COc1cc2c(C)nc3onc(-c4ccccc4)c3c2cc1OC	-5	-2.0	14	/	-1	-95	79	0	71	7
CC1CCc2nn(CC(=O)NCc3ccc4c(c3)OCO4)cc2C1 (configuration not stated)	-1	-2.5	11	-1	-48	-31	99	6	98	4
COc1ccc(-n2c(Cn3c(=O)sc4ccccc43)nnc2SCC(=O)N2CCCC2)cc1	-7	-0.5	5	0	/	-63	80	1	85	-5
O=C(C1CC1)N1CCc2cc(Br)cc(S(=O)(=O)N3CCCCCC3)c21	-3	-3.4	21	0	/	-19	75	7	77	2
COc1ccc(-n2c(SCc3ccc([N+](=O)[O-])cc3)nnc2-c2ccc(C)cc2)cc1	-1	-5.0	17	-8	5	-46	58	12	55	-36
Fc1ccccc1COc1ccc(/C=N/NC(=S)NCc2ccccc2)cc1	/	-3.0	12	/	6	-35	94	6	96	3
CC(=O)N1N=C(c2ccco2)CC1c1ccc(C)cc1 (configuration not stated)	4	-1.9	32	-6	/	-7	93	3	96	-5
CCCn1c(C)cc(C(=O)COC(=O)c2cc(S(=O)(=O)NCC(C)C)c(Cl)cc2Cl)c1C	-4	-3.2	9	0	3	-37	83	2	76	-11
COc1ccc(CCNC(=O)Cn2cc(C(F)(F)F)cc(Cl)c2=O)cc1	-1	-1.3	14	2	-4	-5	96	1	98	10
Cc1cc(C)c(C#N)c(Nc2ccc3c(c2)OCCO3)n1	-8	-2.8	11	-1	46	-23	93	4	107	-11
Cc1cc2c(=O)n(Cc3ccco3)c(SCC(=O)c3ccc(Cl)s3)nc2s1	1	-0.3	12	2	-19	-30	71	3	70	-7
COc1cc(Br)cc2cc(C(=O)N3CCN(C(=O)c4ccco4)CC3)c(=O)oc12	-9	0.5	6	4	-4	0	101	3	97	-2
Cc1cccc(N2CCN(Cc3ccoc3)CC2)c1C	-8	-1.5	4	1	-6	-24	75	5	73	-3
O=C(Nc1ccc2c(c1)OCO2)c1cccc(F)c1	-15	-1.0	5	2	-28	-38	77	-1	89	-3
COC(=O)[C@@]1(Cc2ccc(F)cc2)[C@H]2c3cc(C(=O)N4CCCC4)n(Cc4ccc(C(F)(F)F)nc4)c3C[C@H]2CN1C(=O)c1ccccc1	9	-3.4	30	/	-4	-14	36	16	41	-1
O=C(c1cc(-c2ccccc2)nc2ccccc12)N1CCN(c2ccccn2)CC1	5	-1.0	15	-3	20	-51	86	5	69	-6
O=C(NCCn1ccc2ccccc21)c1ccc(S(=O)(=O)N2CCOCC2)cc1	-5	-0.4	3	0	/	-57	86	/	85	/
CCOc1ccc(N(CC(=O)OC)S(=O)(=O)c2ccc(OC)c(OC)c2)cc1	2	-0.6	7	-1	2	-20	51	0	56	-1
N#Cc1c(SCC(N)=O)nc(-c2ccccc2)c2c1CCCC2	-7	-1.2	4	0	8	-55	78	4	78	-5
O=C(C1CCC1)N1CCc2cc(S(=O)(=O)NCc3ccccn3)ccc21	-4	-0.8	-1	/	11	1	86	-2	94	-8
CCN1CCN(CCNC(=O)C2CCCN(Cc3nc(-c4cccc(Cl)c4)oc3C)C2)CC1 (configuration not stated)	1	-5.0	10	0	/	-20	37	7	38	-2
Cc1ccc(S(=O)(=O)n2nc(C)cc2C)cc1	-7	-1.4	8	0	19	-30	102	3	95	5
Cc1ccnc2nc(C(=O)Nc3nccs3)nn12	-7	1.5	7	0	-11	-5	92	0	98	-5
CCOC(=O)C(NC(C)=O)(N1CCc2ccccc2C1)C(F)(F)F (configuration not stated)	-4	0.6	14	-1	-8	-64	101	4	104	-8
COC(=O)C1=C(C)NC(C)=C(C(=O)OC)C1c1ccccc1OCc1c(C)no[n+]1[O-]	-18	9.0*	5	0	3	-49	97	4	87	6

Next part
SMILES	Yeast lifespan up	MRP1 act	Measles CPE	Phagocytosis inh	E-sel TNF inh	BB579 growth dn	bCat KO growth	NPY Y2 blocker	HCT116 PTEN-null	GALR2 antag
N#Cc1c2n(c3c(=S)nc[nH]c13)CCCCC2	-7	-3.4	4	-2	-20	-38	110	2	87	-9
COc1ccc(S(=O)(=O)Nc2ccc(C(F)(F)F)cc2)cc1OC	-5	0.3	9	-1	-4	-44	104	4	103	-15
COc1ccc(S(=O)(=O)Nc2ccccc2SC)cc1C	3	-3.3	4	0	-6	-48	84	3	80	3
Cc1ccc(OCC(=O)N/N=C/c2cn(Cc3ccccc3)c3ccccc23)cc1	4	-1.6	17	-8	/	-22	79	3	82	-2
CC1CCCC(NC(=S)NC(=O)c2cncc(Br)c2)C1C (configuration not stated)	7	-2.4	6	-3	/	35	97	1	95	-11
O=C(NC1CCCC1)C(c1cccnc1)N(C(=O)c1csnn1)C1CCCC1 (configuration not stated)	/	-3.2	3	/	-5	-25	86	9	96	-1

Compounds above that contain a Cl atom (7):
SMILES	Yeast lifespan up	MRP1 act	Measles CPE	Phagocytosis inh	E-sel TNF inh	BB579 growth dn	bCat KO growth	NPY Y2 blocker	HCT116 PTEN-null	GALR2 antag
Cc1c(Cl)cccc1NC(=S)NCCC(c1ccccc1)c1ccccc1	-1	-3.2	3	2	5	19	73	11	70	-5
CCCCN1CC(O)=C(c2nc(-c3ccc(Cl)cc3)cs2)C1=N	20	-1.3	12	0	5	-49	89	0	71	-6
O=C(COC(=O)CCSc1ccc(Cl)cc1)NCc1ccc(Cl)cc1	2	-1.2	12	/	14	-35	93	9	93	2
CCCn1c(C)cc(C(=O)COC(=O)c2cc(S(=O)(=O)NCC(C)C)c(Cl)cc2Cl)c1C	-4	-3.2	9	0	3	-37	83	2	76	-11
COc1ccc(CCNC(=O)Cn2cc(C(F)(F)F)cc(Cl)c2=O)cc1	-1	-1.3	14	2	-4	-5	96	1	98	10
Cc1cc2c(=O)n(Cc3ccco3)c(SCC(=O)c3ccc(Cl)s3)nc2s1	1	-0.3	12	2	-19	-30	71	3	70	-7
CCN1CCN(CCNC(=O)C2CCCN(Cc3nc(-c4cccc(Cl)c4)oc3C)C2)CC1 (configuration not stated)	1	-5.0	10	0	/	-20	37	7	38	-2

Profiles as entered above. Values in the order: Yeast lifespan up, MRP1 act, Measles CPE, Phagocytosis inh, E-sel TNF inh, BB579 growth dn, bCat KO growth, NPY Y2 blocker, HCT116 PTEN-null, GALR2 antag
Shown for Cc1ccc(OCC(=O)N/N=C/c2cn(Cc3ccccc3)c3ccccc23)cc1 : 4, -1.6, 17, -8, /, -22, 79, 3, 82, -2
Shown for CC1CCCC(NC(=S)NC(=O)c2cncc(Br)c2)C1C (configuration not stated) : 7, -2.4, 6, -3, /, 35, 97, 1, 95, -11

Bioassay records as filed in PubChem BioAssay.
